TTR transcr act – TTR transcription activators in neuroblastoma reporter cells, primary screen, cell-based, luminescence, SH-SY5Y, TTR promoter Gaussia luciferase. 100% = recombinant luciferase protein wells. activation, % at 16.7 µM. 1.3% of 92,000 active. AID 1117267, 2014;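 active = activation above the mean of all tested compounds plus 3 SD, cut at about 9.5% in these data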;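 note: cells exposed to compounds for one day before reading; 0% = median of all test compound wells on the plate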
Numbers without * were called inactive. A portion of the library; rates above refer to the full screens.

SMILES	TTR transcr act
Cc1cc([N+](=O)[O-])nn1CC(=O)Nc1ccc(Cc2ccncc2)cc1	1.4
COC(=O)c1cc(OC)c(OC)cc1NC(=O)Nc1ccc(OC)cc1	4.1
O=C(Cn1c(NCCO)nc2ccccc21)NCC1CCCO1 (stereo not given)	2.3
CN(C)CCCNc1ncnc2c1c(-c1ccccc1)cn2-c1ccccc1	-1.4
C#Cc1ccc([C@H]2C=C(C(=O)NCc3nc4ccccc4[nH]3)O[C@@H](OCc3ccc(CO)cc3)C2)cc1	-3.4
COC(=O)c1sc(NC(=S)NC(=O)c2ccc(C)cc2)nc1C	4.8
O=C(NNc1ccc([N+](=O)[O-])cc1)c1ccccc1Cl	0.0
C/C(=N\N=C(/N)SC1CC(=O)N(c2ccc(Br)cc2)C1=O)c1cccs1 (stereo not given)	-1.0
O=C(CNC(=O)c1ccco1)NCC(=O)OCc1ccc(C(=O)Oc2ccc(Cl)cc2)cc1	-1.8
CC(C)n1nnnc1-c1cccc(Cl)c1	12*
COc1ccc(OC)c(NC(=O)CC2SC(=Nc3ccccc3)N(CCc3ccccn3)C2=O)c1 (stereo not given)	-0.8
O=c1ccc2cc(S(=O)(=O)NCCCc3ccccc3)ccc2[nH]1	-0.1
O=C(Nc1ccccc1)Nc1ccc(Cl)nc1Cl	-2.3
O=C(NCC1CCCO1)c1onc(CSc2ccc(Cl)cc2)c1C(=O)O (stereo not given)	-1.0
Cc1ccc(Cl)cc1N=C(N)N=C(N)N	1.0
Cc1ccc(C(=O)/C=C/c2ccccc2)o1	-2.4
CC1(C)Cc2c(c(N3CCOCC3)nc3sc(C(=O)N4CCCCC4)c(N)c23)CO1	-0.3
CC(C(=O)N1CCOCC1)c1ccc([N+](=O)[O-])cc1 (stereo not given)	1.0
O=C(NCCCOC(=O)c1ccccc1)c1ccccc1	-0.5
c1ccc(COc2cccc(CNCc3cccnc3)c2)cc1	2.4
CN(C)/C=C/C(=O)c1c(F)cccc1F	-0.2
CC1CCN(S(=O)(=O)c2ccc(C(=O)Nc3sccc3C(N)=O)cc2)CC1	-0.4
COc1ccc(CCNC(=O)c2c[nH]c3ccc(F)cc3c2=O)cc1OC	-0.9
Cc1ccc(C)c(NC(=O)[C@@H]2CCCN2S(=O)(=O)c2cccc3cccnc23)c1	-0.6
O=C(NC1CCCC1)C(c1ccccn1)N(C(=O)c1csnn1)c1ccccc1 (stereo not given)	0.3

A stretch of the results above, as a working copy:
SMILES	TTR transcr act
Cc1cc([N+](=O)[O-])nn1CC(=O)Nc1ccc(Cc2ccncc2)cc1	1.4
COC(=O)c1cc(OC)c(OC)cc1NC(=O)Nc1ccc(OC)cc1	4.1

Part of the list above in order of formula weight, rising:
SMILES	TTR transcr act
CN(C)/C=C/C(=O)c1c(F)cccc1F	-0.2
Cc1ccc(C(=O)/C=C/c2ccccc2)o1	-2.4
O=C(Cn1c(NCCO)nc2ccccc21)NCC1CCCO1 (stereo not given)	2.3
CC1CCN(S(=O)(=O)c2ccc(C(=O)Nc3sccc3C(N)=O)cc2)CC1	-0.4
Cc1ccc(C)c(NC(=O)[C@@H]2CCCN2S(=O)(=O)c2cccc3cccnc23)c1	-0.6
O=C(CNC(=O)c1ccco1)NCC(=O)OCc1ccc(C(=O)Oc2ccc(Cl)cc2)cc1	-1.8
C#Cc1ccc([C@H]2C=C(C(=O)NCc3nc4ccccc4[nH]3)O[C@@H](OCc3ccc(CO)cc3)C2)cc1	-3.4

Carrying on.
SMILES	TTR transcr act
CC(CCc1ccccc1)NC(=O)Cc1ccc([N+](=O)[O-])cc1 (stereo not given)	-1.7
O=C(CN1CCOCC1)Nc1ccc2c(c1)OCO2	-1.8
COc1cc(NC(=S)NN2CCOCC2)cc(OC)c1	5.9
O=C(CSc1nccn1Cc1ccco1)Nc1ccccc1C(F)(F)F	-0.6
COc1cc(OC)cc(C(=O)Nn2cnnc2)c1	0.4
Cc1cc(C(=O)N2CCN(C(=O)C3CCCO3)CC2)no1 (stereo not given)	-0.1
COc1ccc2c(c1)CC(C1(O)C(=O)Nc3ccccc31)C2=O (stereo not given)	1.6
CCC(C)NC(=S)Nc1ccccc1 (stereo not given)	0.7
Cc1ccc(OC(C)C(=O)Nc2ccc(S(=O)(=O)Nc3nccs3)cc2)cc1 (stereo not given)	1.9
Cc1cccc(-c2nc(CSc3nc4c(c(=O)[nH]3)CCC4)c(C)o2)c1	0.8
CC(OC(=O)C1CCCCC1)c1nc2ccccc2[nH]1 (stereo not given)	0.1
Cn1c(SCc2ccc(Cl)cc2)nnc1-c1ccc2nonc2c1	-1.3
O=C(CCCCC(=O)NCCc1ccccc1)NCCc1ccccc1	-1.2
COc1c(C)cc(Br)cc1C(=O)Nc1ccccc1N1CCN(C(=O)c2ccccc2)CC1	2.7
Cc1ccc(S(=O)(=O)/N=C(\Nc2cccc(C)c2)Nc2nc(C)cc(C)n2)cc1	-1.1
CCOC(=O)c1c(NC(C)=O)sc2c(OCCN(CC)CC)c(Br)ccc12	1.2
COC(=O)C=C1CCC2C3CC(F)C4(O)CC(=O)CCC4(C)C3C(=O)CC12C (stereo not given)	-1.1
N#C/C(=C\c1cccc(O)c1)C(=O)Nc1ccc2c(c1)OCCO2	0.1
Cc1cc(C)c(C(=O)N(CCN(C)C)CC2CCCN(Cc3ccccc3F)C2)o1 (stereo not given)	-1.0
O=C(NCCOCc1ccc(Cl)cc1)c1ncn[nH]1	3.1
NS(=O)(=O)c1cccc(NC(=S)NCc2ccc3c(c2)OCO3)c1	-0.5
COc1cc(/C=C2\SC(=O)NC2=O)ccc1Oc1ccc([N+](=O)[O-])cc1[N+](=O)[O-]	-1.3
Cc1ccc(NC(=O)COc2ccccc2CNC(C)(C)CC(C)(C)C)cc1	-0.9
O=C1c2cc(F)ccc2OC2(CCNCC2)C12CC(c1ccccc1)=NO2 (stereo not given)	-3.6
COc1ccc(NC(=O)C(NC(C)=O)C(=O)NCc2ccccc2Cl)cc1 (stereo not given)	0.8

Next section:
SMILES	TTR transcr act
COc1cc(OC)cc(-c2ncc3ccccn23)c1	0.5
N/C(=N\OC(=O)c1ccccc1)c1ccn[nH]1	0.5
Nc1ccc(Sc2ccc([N+](=O)[O-])cc2)cc1	6.1
O=C(NCCc1ccccn1)c1cccnc1Oc1ccc(Cl)cc1	0.4
O=c1cc(O)c2c(=O)n(C3CCCCC3)c3ccccc3c2o1	-1.0
COc1ccc(NC(=O)CSCC(=O)Nc2cc(Cl)ccc2N2CCCC2)cc1	4.5
CCOC(=O)C1CCN(S(=O)(=O)Cc2ccccc2)CC1	1.2
O=C(Nc1ccn(Cc2c(F)c(F)cc(F)c2F)n1)c1ccc(COc2ccc(Cl)cc2Cl)o1	-3.1
O=C(CSc1ccc2nnc(-c3ccccn3)n2n1)Nc1nccs1	-0.8
O=C(c1ccc(CNc2c(N3CCCC3)c(=O)c2=O)cc1)N1CC=C(c2ccccc2)CC1	-1.2
CCSc1nnc2ccc(-c3ccc(C)cc3)nn12	-2.3
CN(Cc1ccccc1)C(=O)COC(=O)/C=C/c1ccco1	-2.1
O=S1(=O)c2ccc(Br)cc2OC[C@@H](c2ccccc2)N1Cc1cn(CCC2OCCCO2)nn1	-0.5
CCOc1ccc(C(=O)CCC(=O)NCC(=O)Nc2ccc(F)c(F)c2F)cc1	-0.2
COC(=O)c1ccc(S(=O)(=O)N2C3CCC2CC(NC(=O)NC2CCCCC2)C3)cc1 (stereo not given)	-1.6
Cc1c(CN2CCN(CC(C)C)C(CCO)C2)[nH]c2ccc(Cl)cc12 (stereo not given)	1.1
CSCCC(NC(=O)COc1ccccc1)C(=O)N1CCN(C(C)=O)CC1 (stereo not given)	-1.3
CC1(C(=O)Nc2ccc3ccccc3c2)CCC(=O)N1C1CCN(Cc2ccccc2)CC1 (stereo not given)	-0.6
CCN(Cc1ccccc1)C(=O)Cn1cc(S(=O)(=O)NC)c(S(=O)(=O)NC)c1	0.2
CN(C)CCNC(=O)C(=O)Nc1cc2c3c(c1)CCC(=O)N3CCC2	3.6
Cc1ccc2c(c1)COc1c3ccc(C(=O)O)cc3nn1-2	2.3
CC1CN(CCOCCSc2ccccc2)CC(C)O1 (stereo not given)	0.3
COc1ccc(S(=O)(=O)N(C)C)cc1NC(C)C(=O)Nc1cccc(C#N)c1 (stereo not given)	0.0
COc1ccccc1N1CCN(C(=S)NC(=O)/C=C/c2ccc(F)cc2)CC1	3.3
COCCNC(=S)N(CCCO)Cc1cc2cc3c(cc2[nH]c1=O)OCCO3	-0.7

Marked active in TTR transcr act (from the list above):
SMILES	TTR transcr act
CC(C)n1nnnc1-c1cccc(Cl)c1	12*

4 entries already listed, sorted by the value under TTR transcr act, low to high.
SMILES	TTR transcr act
O=C(Nc1ccn(Cc2c(F)c(F)cc(F)c2F)n1)c1ccc(COc2ccc(Cl)cc2Cl)o1	-3.1
CN(Cc1ccccc1)C(=O)COC(=O)/C=C/c1ccco1	-2.1
CSCCC(NC(=O)COc1ccccc1)C(=O)N1CCN(C(C)=O)CC1 (stereo not given)	-1.3
COc1ccc(S(=O)(=O)N(C)C)cc1NC(C)C(=O)Nc1cccc(C#N)c1 (stereo not given)	0.0

Remaining list, next part
SMILES	TTR transcr act
Cc1ccccc1S(=O)(=O)NC(=O)C1(C)CCN1C(=O)Cc1ccccc1Cl (stereo not given)	5.5
COc1ccc(S(=O)(=O)N(C)C[C@@H]2OCCCC[C@@H](C)Oc3ccc(NC(=O)NC(C)C)cc3C(=O)N([C@H](C)CO)C[C@@H]2C)cc1	0.9
CN1CCc2nc(NC(=O)COc3ccc4ccccc4c3)sc2C1	4.1
Nc1nc(CN2CCN(C(c3ccccc3)c3ccccc3)CC2)nc(Nc2ccccc2)n1	3.1
C[C@H]1CN([C@@H](C)CO)C(=O)CCCn2nncc2CO[C@@H]1CN(C)Cc1ccncc1	2.3
COCCNC(=O)c1cccc(Nc2nc(-c3ccccc3)c3cc(Cl)ccc3n2)c1	-2.6
CCN(CC)S(=O)(=O)c1ccc(N/N=C(\C)c2ccc3c(c2)OCO3)c([N+](=O)[O-])c1	3.6
CCc1cc(/C(Cc2cscn2)=N\O)c(O)cc1O	-0.2
C[C@H](CO)NC(=O)[C@H](C)[C@@H]1C[C@@]1(C)[C@@H](NC(=O)OCc1ccccc1)c1ccccc1	3.2
Cc1cc(NC(=O)CCN2C(=O)/C(=C\c3ccccc3)SC2=S)no1	2.9
CCCn1c(SCC(=O)N2CCN(C(=O)c3ccco3)CC2)nc2ccccc2c1=O	-0.1
Cc1ccc(CN2CCCCC(NC(=O)c3cccc(C(F)(F)F)c3)C2=O)cc1 (stereo not given)	-0.9
COC(=O)/C(=C\c1cc(OC)c(OC)c(OC)c1)c1nc2ccccc2[nH]1	4.4
Cc1csc2c(N3CCN(S(=O)(=O)c4ccc(Cl)cc4)CC3)ncnc12	2.9
O=C(CCSc1nnc(-c2ccncc2)o1)Nc1ccccc1	-1.4
COC(=O)c1ccc(-c2c(-c3ccccc3)ncc3cc(F)ccc23)cc1	0.8
Cc1ccc(-c2onc(C)c2C)cc1S(=O)(=O)N1CC(C)Oc2ccccc21 (stereo not given)	-1.0
O=C(NN1CCOCC1)c1cccc(F)c1	5.2
Cc1ccc(S(=O)(=O)c2c(C)nn(C(C)(C)C)c2OC(=O)c2ccco2)cc1	-4.0
O=C(c1c(F)c(F)c(F)c(F)c1F)N(Cc1ccccc1)Cc1ccccc1	-1.6
COc1cc2ccccc2cc1C(=O)N(CCN(C)C)c1nc2c(F)cc(F)cc2s1	1.3
COc1ccc(C(NC(=O)c2ccc(=O)[nH]c2)C(=O)Nc2ccc(C(C)C)cc2)cc1 (stereo not given)	-2.7
CCC(C)(C)NC(=O)C(c1cccc(OC)c1OC)N(CCC(C)C)C(=O)CCC(=O)Nc1cc(C)on1 (stereo not given)	-2.5
COCc1cc(C)nc(Nc2cc(C)ccc2C)c1C#N	-0.6
CCCC(=O)Nc1ccc(C(=O)N/N=C/c2ccc([N+](=O)[O-])o2)cc1	-1.3

Next records follow.
SMILES	TTR transcr act
CN1CC(=O)N(CC(=O)Nc2ccc3c(c2)CCC3)C1=O	0.6
O=C(NCCN1CCCC1)c1cccc(Cl)c1	-0.1
Cc1nc2cc(NS(=O)(=O)c3cccc(F)c3)ccc2s1	-1.5
COC(=O)c1ccc(CN2C(=O)c3ccccc3C2=O)o1	0.4
Cc1ccccc1C(=O)NCC(C)NC(=O)c1ccccc1C (stereo not given)	0.7
O=C(O)/C=C/c1ccc2c(-c3ccccc3)onc2c1	-1.8
Cc1cc(Cl)ccc1NC(=S)N1CCN(C(=O)c2ccco2)CC1	-1.4
OC(COCCC12CC3CC(CC(C3)C1)C2)CN1CCCCC1 (stereo not given)	1.9
CCC(CO)N=CC1=C(O)CC(c2ccccc2)CC1=O (stereo not given)	-1.2
COc1ccc(Cl)cc1NC(=S)NCCSc1ccc(C)cc1	0.8
O=C(CSc1nc2ccccc2o1)NC(=O)NCc1ccccc1	5.1
Cc1cccc(NC(=O)c2onc3c2CCCC3)n1	-2.5
Cn1cnnc1SCc1ccc(C(=O)N=Nc2c(O)n(C)c3ccccc23)cc1	-0.9
O=C(/C=C/c1ccccc1)Nc1cccc(C(=O)O)c1	1.2
O=C(CCC(=O)c1cccs1)Nc1ccc(F)c(F)c1F	0.1
CCOc1ccc(N(CC)C(=O)c2nn(-c3ccc(OC)cc3)c(=O)c3c2c2ccccc2n3C)cc1	0.8
CCN(CC(=O)Nc1ccc(NC(C)=O)cc1)C(=O)C(c1ccccc1)c1ccccc1	-0.7
O=C(CCc1nnc(C2(c3ccc(Cl)cc3)CCC2)o1)NC1CC1	2.8
O=C(C[C@H]1C/C=C\C[C@@H](Cc2ccc(F)cc2)C(=O)OC[C@@H]2CCCN2C1=O)NCCO	0.4
COc1cc(NC(=O)c2ccc(COCC(F)(F)F)o2)cc(OC)c1OC	4.2
O=C(C[C@@H]1C/C=C/CCCC(=O)O[C@H](c2ccccc2)CNC1=O)NCCO	1.9
N#C/C(C(=O)N1CCOCC1)=C1/SC(Cc2ccccc2Cl)C(=O)N1c1ccccc1 (stereo not given)	1.4
CC(C)(C)OC(=O)CNC(=O)c1[nH]cnc1C(=O)N[C@@H](Cc1ccccc1)C(=O)OCc1ccccc1	0.6
COc1ccc(N(CC(O)Cn2nnc3ccccc32)S(=O)(=O)c2ccc(C)cc2)cc1 (stereo not given)	5.0
CCOC(=O)c1ccc(NC(=O)c2c(N)n(C)c(=O)n(C)c2=O)cc1	0.5

Source: PubChem BioAssay (The Scripps Research Institute Molecular Screening Center)
